ROC1-CUL1 inh = human ROC1-CUL1 E3 ligase inhibition | P62877+Q13616 | in vitro K48 di-Ub FRET, acceptor:donor ratio, 45 min | inhibition, % at 10 µM | 140,000 tested, 0.6% active | AID 1347404; in the data active = inhibition above about 25%
Target sequence (P62877 whole entry, looked up): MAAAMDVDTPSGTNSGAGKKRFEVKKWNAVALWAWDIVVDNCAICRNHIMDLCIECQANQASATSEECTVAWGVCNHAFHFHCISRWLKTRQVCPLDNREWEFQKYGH
Target sequence (Q13616 whole entry, looked up): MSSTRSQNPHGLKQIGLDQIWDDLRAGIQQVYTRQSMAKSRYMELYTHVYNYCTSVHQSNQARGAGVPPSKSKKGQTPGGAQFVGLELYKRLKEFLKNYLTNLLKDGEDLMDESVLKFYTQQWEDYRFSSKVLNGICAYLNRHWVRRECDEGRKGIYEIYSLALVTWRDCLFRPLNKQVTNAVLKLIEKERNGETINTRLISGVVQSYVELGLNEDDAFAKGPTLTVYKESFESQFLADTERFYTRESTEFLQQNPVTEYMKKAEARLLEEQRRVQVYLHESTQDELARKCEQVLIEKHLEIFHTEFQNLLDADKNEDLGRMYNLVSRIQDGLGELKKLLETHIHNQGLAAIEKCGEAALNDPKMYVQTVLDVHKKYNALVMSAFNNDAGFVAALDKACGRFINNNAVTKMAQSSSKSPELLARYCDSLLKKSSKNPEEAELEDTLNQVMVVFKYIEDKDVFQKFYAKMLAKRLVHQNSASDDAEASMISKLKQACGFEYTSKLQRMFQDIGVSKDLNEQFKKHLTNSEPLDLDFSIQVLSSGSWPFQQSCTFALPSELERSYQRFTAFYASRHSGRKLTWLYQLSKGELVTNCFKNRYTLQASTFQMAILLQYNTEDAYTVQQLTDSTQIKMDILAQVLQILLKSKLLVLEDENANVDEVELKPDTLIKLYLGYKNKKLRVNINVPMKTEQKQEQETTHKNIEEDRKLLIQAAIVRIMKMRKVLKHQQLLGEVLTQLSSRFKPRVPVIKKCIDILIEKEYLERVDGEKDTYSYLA
The depositor's hits bear a star. The list is partial, so the mix of outcomes need not match the whole.

ROC1-CUL1 inh,Compound
-3,COc1ccccc1CCN1CCC(CN(C)C(=O)C2=NNC(=O)CC2)CC1
8,Cc1ccc(OCC(=O)Nc2ccc(CN3CCOCC3)cc2)cc1
0,C=CCN1C(=O)C(C=NCCc2c[nH]c3ccccc23)C(=O)NC1=S (configuration not stated)
0,COc1cccc(-c2nc(S(=O)(=O)c3ccccc3)c(N3CCCCC3)o2)c1
-2,COC(=O)C(CCSC)NC(=O)c1cc2c(n(-c3ccc(Cl)cc3)c1=O)CCCC2=O (configuration not stated)
-11,CCc1ccc(NC(=O)c2sc3nc4c(cc3c2N)CCCC4)cc1
-6,CCC(=O)N1CCc2cc(S(=O)(=O)CCC(=O)NCc3ccccc3OC)ccc21
0,CCOc1ccc(-c2cc(C(=O)N3N=C(C(F)F)CC3(O)C(F)F)c3ccccc3n2)cc1 (configuration not stated)
-9,NC(=S)n1[nH]c(-c2ccc([N+](=O)[O-])cc2)c(N=Nc2ccc(Cl)c(Cl)c2)c1=O
11,C=C(C)[C@H]1CCC(C)(C)C(=O)[C@@H]1C#N
-1,O=C1CC(O)(C(F)(F)F)Oc2c1ccc1ccccc21 (configuration not stated)
16,Cc1cc(C)c(NC(=O)C2CCN(c3nc4ccccc4n4cccc34)CC2)c(C)c1
-6,O=C(NC12CC3CC(CC(C3)C1)C2)N1CCC(Cc2ccccc2)CC1
1,CCOC(=O)c1cc2cc3ccccc3cc2[nH]1
-1,O=C(Oc1ccccc1C(=O)Oc1ccccc1)c1cccs1
-5,CCN(CC)S(=O)(=O)c1cc(OC)c(Cl)cc1Cl
10,CCn1cc(C(=O)Nc2ccc(S(=O)(=O)NC34CC5CC(CC(C5)C3)C4)cc2)cn1
1,COc1ccc(C2CC(=Nc3ccc(I)cc3)C(=O)N2c2ccc(I)cc2)cc1OC (configuration not stated)
4,COc1ccccc1C(=O)N[C@@H]1c2ccccc2C2(CCN(C(=O)c3cnc(C)cn3)CC2)[C@H]1OC
6,COc1cccc(CC2=NOC(C(=O)NCc3ccc(C(F)(F)F)cc3)C2)c1 (configuration not stated)
2,N=C1C(C(N)=O)SC(=S)N1c1ccccc1 (configuration not stated)
-6,FC(F)(F)c1ccc(Cl)c(Nc2nc3ccccc3[nH]2)c1
6,COc1ccc(C(=O)NC(=S)Nc2cccc(Cl)c2Cl)cc1Cl
-11,N#CC1C(=N)N(c2ccc(Cl)cc2)C2=C(C(=O)CCC2)C1c1cc(CN2CCOCC2)cs1 (configuration not stated)
-2,Cc1cn2c(=O)cc(COC(=O)c3cccc(NC(=O)c4ccc(C(C)(C)C)cc4)c3)nc2s1
14,CCOc1cccc2c1NC(C)(C)c1ssc(=Nc3ccc(S(=O)(=O)Nc4nccs4)cc3)c1-2
-1,CCOc1nc(-c2ccccc2)ccc1-c1noc(-c2ccco2)n1
9,C=CCSc1n[nH]c(-c2ccc(OCCC)cc2)n1
8,Cc1oc(-c2ccccc2Cl)nc1Cn1c(SCc2cccc(F)c2)nc2cccnc21
-1,O=C(CCCn1c(=O)c2ccccc2n(CC(=O)Nc2cccc(Cl)c2)c1=O)NCc1ccc2c(c1)OCO2
-5,CCN1CCN(C2(C(=O)NCCC3CCCCO3)Cc3ccccc3C2)CC1 (configuration not stated)
11,CCC1CN(CCNC(=O)COc2ccc(C)cc2)Cc2cc(OC)ccc2O1 (configuration not stated)
-9,Cn1c(=O)c2c(nc(N3CCOCC3)n2CCCNC2=NCCCC2)n(C)c1=O
-9,COc1ccc(NC(=O)c2c(NC(=O)COc3ccc(Cl)cc3)sc3c2CCCCC3)cc1
2,Cc1cccc(OCC(=O)NNC(=O)CCC(=O)O)c1
-7,O=C(NCc1ccc(Cl)cc1)C1CCN(S(=O)(=O)c2ccccc2)CC1
9,CCCc1nn(C)c(C(=O)Nc2cccc(C(=O)OC)c2)c1Cl
-2,NC(=O)c1sc2ccccc2c1N
-1,Cc1ccccc1C(=O)N1CCCCC1CCN1CCCCC1 (configuration not stated)
5,N=c1sc(-c2nn(-c3ccccc3)c(=N)s2)nn1-c1ccccc1
7,COc1ccc(CCN2CCCC(CN(C)C(=O)c3cc(F)cc(F)c3)C2)cc1 (configuration not stated)
-3,CCOc1ccc(N=C2CC(=NS(=O)(=O)c3ccc(OC)cc3)c3ccccc3C2=O)cc1
-1,COc1ccc(OC)c(CC(=O)NC(C)c2cnn(-c3ccccn3)c2C)c1 (configuration not stated)
0,COc1ccc(S(=O)(=O)N2CCC(C(N)=O)CC2)cc1C(C)C
3,COc1cc(C)ccc1OCc1cc(C(=O)N(C)Cc2nonc2C)no1
-7,C/C(=N\NC(=O)c1cccc(Br)c1)c1cccc(NC(=O)c2cccc(C)c2)c1
-8,Cc1nc2cc(NC(=O)NCc3ccco3)ccc2n1C
2,CCOC(=O)CSc1nc(N)c(C#N)cc1C#N
3,Cc1ccc2c(c1)N(CC(=O)NC1CC1)C(=O)CO2
-1,Cc1ccc(-c2nn(CC(=O)Nc3cc(C(F)(F)F)ccc3Cl)c(=S)n2C)cc1
6,CN(C(=O)c1ccc(=O)n(C)n1)C1CCCN(Cc2ccccc2F)C1 (configuration not stated)
8,COc1ccc(F)c(CN2CCOc3ccc(C(C)(O)COc4ccccc4)cc3C2)c1 (configuration not stated)
-5,Ic1cscc1/C=C\c1sccc1I
1,CN(C)C(=O)CCC(=O)N1CCCC(C(=O)c2ccc3c4c(cccc24)CC3)C1 (configuration not stated)
-4,CC(=O)N[C@@H]1c2ccccc2C2(CCN(Cc3nc4ccccc4n3C)CC2)[C@H]1OCc1ccccc1
1,COc1ccc(-c2cc(C(F)(F)F)nc(SCC(=O)Nc3ccc(F)cc3F)n2)cc1
-6,O=c1c2oc3ccccc3c2n(Cc2ccccc2F)c(=O)n1Cc1ccccc1
7,COc1ccccc1-c1nnc2scnn12
-9,Cc1cc(/C=C2\C(=O)NC(=S)N(c3cccc(F)c3)C2=O)c(C)n1C(C)C
-8,O=C(Nc1ccc(Cl)cc1)c1ccc2oc(=O)n(Cc3ccccc3)c2c1

Later entries.
ROC1-CUL1 inh,Compound
4,CCOc1cc(/C=N\NC(=O)c2ccc(NC(=O)C(C)(C)C)cc2)ccc1OC(=O)c1ccc(C)cc1
4,CC(C)CC(=O)NC(=S)Nc1nc(-c2ccccc2)cs1
-5,Cc1c(CC(=O)NCc2ncn[nH]2)c2c(n1CCc1ccccc1)CCCC2=O
3,O=C(Nc1ccccc1Cl)c1nnn(-c2ccccc2)c1-c1ccccc1
-3,Cc1ccc(C2=NN3C(=N)/C(=C/c4cccc(OCc5ccccc5)c4)C(=O)N=C3S2)cc1
8,CCS(=O)(=O)N1CCc2cc(C(=O)N3CCN(c4ccccc4OC)CC3)ccc21
-4,Cc1ccc(C2C(C(=O)c3ccccc3)=NOC23C(=O)c2ccccc2C3=O)cc1 (configuration not stated)
-3,COc1ccc(C2CC(c3ccccc3)=Nc3nc(NC(=O)/C=C/c4ccccc4OC)nn32)cc1 (configuration not stated)
-7,O=C(NCc1ccccc1)C(=O)Nc1ccc2nc3n(c(=O)c2c1)CCCCC3
-3,COc1ccc(-c2nn(CC(=O)NC3CCCC3)c3c2cnc2ccc(F)cc23)cc1
-10,COc1ccc(C(=O)Nc2nnc(C(C)C)s2)cc1OC
8,CCOC(=O)c1cnc2c(OC)cccc2c1Nc1cccc(O)c1
15,Oc1c(C(c2ccccn2)N2CCN(c3ccccn3)CC2)cc(Cl)c2cccnc12 (configuration not stated)
-16,CCCCc1ccc(NC(=O)N2CCN(CCC)CC2)cc1
11,O=C1C(=O)N(CNc2ncccn2)c2ccccc21
6,COc1ccc(Cl)cc1NC(=O)C1CCN(S(=O)(=O)c2ccc(F)cc2)CC1
7,CN(Cc1cnccn1)C(=O)c1cn(Cc2ccccc2Cl)nn1
5,COC(=O)c1cccc(Nc2nc(-c3ccccc3O)nc3ccccc23)c1
-7,O=C(NCc1ccccc1)c1ccc(CSc2nc3cccnc3n2Cc2ccccc2)cc1
2,CCC(C)C(=O)NCC1Cc2cc(C)cc(-c3ccccn3)c2O1 (configuration not stated)
0,O=C(Nc1ccc(Cl)c(Cl)c1)C1CCCCC1
-3,CCCCn1cc(S(=O)(=O)c2ccccc2)c(=O)c2cc(F)c(N3CCC(C)CC3)cc21
2,C=CCn1nnc(-c2ccc(OCc3ccccc3)cc2)n1
2,COc1ccccc1CNC(=O)c1cc2ccc3ccc(C)[nH]c3c2n1
5,CCOC(=O)NCCOc1cnn(-c2ccccc2)c(=O)c1Cl
2,Cc1ccc(C)c(NC(=O)Cc2cccc3ccccc23)c1
-8,COc1ccc(F)cc1SSc1cc(F)ccc1OC
-5,Cc1ccc2sc(-c3ccc(N)cc3)nc2c1
-4,CN(Cc1ccsc1)C(=O)CC1(c2cccc(C(F)(F)F)c2)CC(=O)N(C2CC2)C1=O (configuration not stated)
3,CCC1C(=O)NCCN1c1ccc(-c2nc(CCCc3ccccc3)no2)cn1 (configuration not stated)
-3,CCC(=O)C1CCCN(C(=O)c2cn(Cc3c(F)cccc3F)nn2)C1 (configuration not stated)
2,OC[C@H](O)[C@H](O)[C@H](O)C(O)[C@H]1SC(c2ccccc2)=NN1c1ccccc1 (some centres not stated)
2,N#Cc1c(N)nc2sc(C(=O)Nc3ccc(Cl)cc3)c(N)c2c1-c1cccs1
13,Cc1ccccc1CCN1CCCC(CN(C)C(=O)Cc2c(C)noc2C)C1 (configuration not stated)
-6,Cc1cc(C)c(S(=O)(=O)NC2CC(C)(C)NC(C)(C)C2)cc1Br
-6,COC(=O)[C@@H]1C[C@H](C(=O)NCc2ncccc2C)[C@H](c2ccccc2F)N1C
-1,Cc1ccc(S(N)(=O)=O)cc1NC(=O)/C=C/c1cccs1
-6,CN(Cc1ccon1)C(=O)C1(N(C)Cc2ccccc2)Cc2ccccc2C1
1,OCC1CCN(c2ncc3c(n2)CCCC3NC23CC4CC(CC(C4)C2)C3)CC1 (configuration not stated)
7,COc1ccc(CCNC(=O)CCc2c(C)nc3c(c(C)nn3-c3ccc(C)cc3)c2C)c(OC)c1
-4,Cc1ccc2c(=O)cc(C(=O)Nc3ccc(S(=O)(=O)N4CCC(C)CC4)cc3)oc2c1C
-3,CCN(CC)c1nc2c(c(=O)[nH]c(=O)n2C)n1Cc1ccccc1
-9,CCOC(=O)C1CCN(C(=O)c2cnn(-c3nccc(-c4ccc5c(c4)OCO5)n3)c2C)CC1
-2,CCCCc1cc(=O)oc2cc(C)c3c(C(C)(C)C)coc3c12
-1,CC(C)CC(=O)NC1CCCCCC1
-4,CC1=NC(=O)CC(c2ccc(Cl)cc2Cl)C1C(=O)OC1CCCCCC1 (configuration not stated)
-2,Cc1c(C(=O)NCc2ccc(Cl)cc2)oc2ccc3c(c12)C(=O)CC(C)(C)O3
3,CCc1ccc(NCc2cc3cc4c(cc3n(CC(=O)Nc3ccc(F)cc3)c2=O)OCCO4)cc1
-5,O=C(Cn1c(=O)n(Cc2ccc3c(c2)OCO3)c(=O)c2ccccc21)Nc1cccc(Cl)c1
0,COc1cccc(-c2nc3cc(Cl)ccc3s2)c1
1,CCCn1c2ccccc2c2nnc(SCc3c(C(=O)OCC)nnn3-c3nonc3N)nc21
-14,COC1(OC)C(c2ccc([N+](=O)[O-])cc2)C(C#N)(C#N)C1(OC)OC (configuration not stated)
9,COc1ccccc1C(=O)Nc1cccc(N2CCC(NCc3ccc(Cl)s3)CC2)c1
4,CCOc1cc(C2C(C(=O)c3cc(C)ccc3C)C(=O)C(=O)N2CCc2ccccc2)ccc1O (configuration not stated)
-7,COc1ccc(S(=O)(=O)NCCc2cn3ccsc3n2)cc1
-2,CCCCC(=O)N(c1cccc(F)c1)c1nc(-c2ccc(OCC)cc2)c(CC)s1
-3,N#CC1C(=N)Oc2c(ccc3ccccc23)C1c1ccc(-c2ccccc2)cc1 (configuration not stated)
1,COc1cc(C(=O)Nc2nnc(C(C)C)s2)c(Br)c(OC)c1OC
0,Cc1cccc(-n2c(C)ccc2C)n1
-5,CC(C)(C)CN1CCN(Cc2cnc(N)nc2)CC1CCO (configuration not stated)

Other structures
ROC1-CUL1 inh,Compound
-4,NC(=O)c1cc2ccccc2oc1=Nc1ccccc1Br
-3,COc1ccc(-c2c(C(F)(F)F)oc3cc(OC(=O)c4cccs4)ccc3c2=O)cc1OC
4,COC(=O)COc1ccc2oc(-c3ccc(OC)cc3)cc(=O)c2c1
3,Cc1cccc(CC(=O)Nc2c(C(=O)Nc3cccc(F)c3)oc3ccccc23)c1
2,Fc1ccc(CSc2nncn2NCc2ccccc2OCc2ccccc2)cc1
-7,COc1ccc(S(=O)(=O)N2CCN(Cc3nc4ccc(C)cc4o3)CC2)cc1
-1,CN(C)c1ccc(/C=C2/C(=N)N3C(c4ccccc4)=CSC3=NC2=O)cc1Br
-12,Cc1c(NS(C)(=O)=O)cccc1C(=O)Nc1ccccc1F

Already shown: entries from further up.
ROC1-CUL1 inh,Compound
0,COc1cccc(-c2nc3cc(Cl)ccc3s2)c1
1,CCCn1c2ccccc2c2nnc(SCc3c(C(=O)OCC)nnn3-c3nonc3N)nc21
-14,COC1(OC)C(c2ccc([N+](=O)[O-])cc2)C(C#N)(C#N)C1(OC)OC (configuration not stated)
9,COc1ccccc1C(=O)Nc1cccc(N2CCC(NCc3ccc(Cl)s3)CC2)c1
4,CCOc1cc(C2C(C(=O)c3cc(C)ccc3C)C(=O)C(=O)N2CCc2ccccc2)ccc1O (configuration not stated)
-7,COc1ccc(S(=O)(=O)NCCc2cn3ccsc3n2)cc1
-2,CCCCC(=O)N(c1cccc(F)c1)c1nc(-c2ccc(OCC)cc2)c(CC)s1
-3,N#CC1C(=N)Oc2c(ccc3ccccc23)C1c1ccc(-c2ccccc2)cc1 (configuration not stated)
1,COc1cc(C(=O)Nc2nnc(C(C)C)s2)c(Br)c(OC)c1OC
0,Cc1cccc(-n2c(C)ccc2C)n1
-5,CC(C)(C)CN1CCN(Cc2cnc(N)nc2)CC1CCO (configuration not stated)
-4,NC(=O)c1cc2ccccc2oc1=Nc1ccccc1Br
-3,COc1ccc(-c2c(C(F)(F)F)oc3cc(OC(=O)c4cccs4)ccc3c2=O)cc1OC
4,COC(=O)COc1ccc2oc(-c3ccc(OC)cc3)cc(=O)c2c1
3,Cc1cccc(CC(=O)Nc2c(C(=O)Nc3cccc(F)c3)oc3ccccc23)c1
2,Fc1ccc(CSc2nncn2NCc2ccccc2OCc2ccccc2)cc1
-7,COc1ccc(S(=O)(=O)N2CCN(Cc3nc4ccc(C)cc4o3)CC2)cc1
